High-throughput results: PubChem BioAssay, National Center for Advancing Translational Sciences (NCATS)
MLL CXXC-DNA inh: inhibitors of human MLL CXXC domain-DNA interaction. Q03164. MLL-CXXC / FITC-HOXA9 DNA fluorescence polarization. hit rate 0.037% among 290,000. Potency, µM (titrated, usually from 115 µM), without a hit: at the highest dose activity change, negative = inhibition, usual class: inhibitors. AID 2662; active = well fitted inhibition curve with a large enough effect in the polarisation, with a control signal flat, not every such curve was filed as active; inconclusive = small, poorly fitted or top-dose-only effect, or effect the other way, or a change in a side signal; inactive = no such curve, though single readings can be large or run the other way; the % refers to the polarisation; also: potency is read from the fitted curve at half-maximal effect
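Steps: dispense CXXC domain solution (7 uM) → pin compounds or unlabeled HOX-A9 DNA control → 5 min ambient → add FLSN-HOX-A9 solution (50 nM) → spin → 30 min ambient → fluorescence polarization. Tris pH 7.5/NaCl/DTT/BSA buffer.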
p53 reactivator: mutant p53 re-activation in reporter cells; hit rate 0.063% among 320,000; H1299 p53-A138V BP100-luciferase reporter, luminescence, 24 h; AID 504706; Potency, µM (top dose mostly 92.2 µM), inactives show top-dose activity change, positive = activation, usual class: activators; also: potency is read from the fitted curve at half-maximal effect; % of control where 0% means no effect; nearly all actives have a fitted effect of over 45% in size
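H1299 (p53-null), stable ts p53-A138V + BP100-Luc; 1000 cells/well, Opti-MEM/10% FBS; cpd 4 pt, 1:5; 24 h, 37 deg C, 5% CO2; detection reagent 10 min RT; luminescence.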
a7 integrin act: activators of alpha7 integrin expression for muscular dystrophy | alpha7betagal myoblasts, beta-gal FDG fluorescence, 48 h | Potency, µM (titrated, usually from 38.3 µM), without a hit: at the top dose activation, most hits filed as activators | hit rate 0.064% among 350,000 | AID 624291;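 also: potency is read from the fitted curve at half-maximal effect; 100% = response of the positive control SU9516; nearly all actives have a fitted effect of over 60% in size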
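Alpha7betagal+/- myoblasts (passage 13) were plated 16-24 hr, then exposed to compounds (1:260 dilution of DMSO stock) for 48 hours at 37C. After MPER lysis, β-galactosidase reporter activity was read as FDG fluorescence (ex 480/em 540) after 30 minutes.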
TSG101-PTAP inh: blocks PTAP/TSG101 interaction to inhibit HIV-1 budding; AID 493005; Fluorescence polarization, FITC-PTAP peptide / Tsg101 binding; 340,000 tested, under 10 active; Potency, µM (titrated, usually from 115 µM), for the others: at the top dose activity change, negative = inhibition, most hits filed as inhibitors; Q99816; active = well fitted inhibition curve with a large enough effect in the main read-out, with a control signal flat, not every such curve was filed as active; inconclusive = small, poorly fitted or top-dose-only effect, or effect the other way, or a change in a side signal; inactive = no such curve, though single readings can be large or run the other way; also: potency is read from the fitted curve at half-maximal effect; % of control where 0% means no effect
Target sequence (Q99816 whole entry, looked up): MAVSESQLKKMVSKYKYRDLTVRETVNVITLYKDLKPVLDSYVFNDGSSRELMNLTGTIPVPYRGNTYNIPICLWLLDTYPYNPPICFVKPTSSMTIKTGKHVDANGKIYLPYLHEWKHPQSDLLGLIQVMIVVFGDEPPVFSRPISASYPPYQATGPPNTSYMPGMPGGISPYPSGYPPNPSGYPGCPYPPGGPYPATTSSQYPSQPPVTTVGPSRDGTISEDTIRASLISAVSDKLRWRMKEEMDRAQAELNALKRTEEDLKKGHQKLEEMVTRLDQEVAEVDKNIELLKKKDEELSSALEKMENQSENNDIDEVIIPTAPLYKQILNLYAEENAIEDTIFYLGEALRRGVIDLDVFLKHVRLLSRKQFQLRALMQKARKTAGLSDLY
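Steps: Tsg101 binding domain dispensed (10 uM final), compounds pinned in DMSO, FITC-labeled PTAP-motif peptide added (50 nM final); after 20 min binding at room temperature, polarization measured.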
B2AR arrestin: beta2AR (human) beta-arrestin recruitment activity; P07550; Potency, µM (top dose mostly 46.1 µM), for the others: top-dose activation, usual class: activators; beta-arrestin recruitment to beta2AR, cell-based reporter; hit rate 0.02% among 330,000;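 also: potency is read from the fitted curve at half-maximal effect; 0% = DMSO controls and full agonism = EC100 isoproterenol or metaproterenol; nearly all actives have a fitted effect of over 65% in size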
Target sequence (P07550 whole entry, looked up): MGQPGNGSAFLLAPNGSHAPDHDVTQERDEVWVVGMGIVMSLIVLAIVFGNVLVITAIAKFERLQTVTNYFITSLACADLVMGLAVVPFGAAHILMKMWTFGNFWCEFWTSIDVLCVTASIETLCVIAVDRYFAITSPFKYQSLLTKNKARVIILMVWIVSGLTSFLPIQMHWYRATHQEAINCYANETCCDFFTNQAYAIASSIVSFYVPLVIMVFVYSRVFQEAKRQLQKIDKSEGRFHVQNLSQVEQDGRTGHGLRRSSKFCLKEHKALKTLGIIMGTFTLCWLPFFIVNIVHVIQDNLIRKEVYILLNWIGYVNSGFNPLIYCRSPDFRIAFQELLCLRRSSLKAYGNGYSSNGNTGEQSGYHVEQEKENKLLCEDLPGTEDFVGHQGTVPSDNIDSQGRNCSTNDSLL
TCR act: T cell receptor activation; primary human leukocytes, anti-CD3, IL-2 HTRF, 48 h; Potency, µM (doses to about 9.22 µM), without a hit: top-dose activation of IL-2 secretion, actives largely listed as activators; 330,000 tested, under 10 active; also: % of control where 0% means no effect
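Using a-CD3 beads without co-stimulation, primary human leukocytes were exposed to compounds for 48 hr. An HTRF IL-2 kit measured the cytokine, with europium-to-d2 energy transfer producing emission at 665nm upon 320nm excitation.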
ELG1 DNA repair: inhibitors of ELG1-dependent DNA repair in HEK293T cells; AID 504467; HEK293T ELG1-luciferase reporter, luminescence, 16 h; DNA damage induced by 5-fluorouridine; Potency, µM (series often up to 46.1 µM), for inactives: top-dose activity change, negative = inhibition, usual class: inhibitors; hit rate 2.3% among 330,000; also: potency is read from the fitted curve at half-maximal effect; % is scaled to controls: 0 for no effect and ±100 for the full control effect; nearly all actives have a fitted effect of over 55% in size
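Reporter activity after DNA damage by 5-fluorouridine is monitored. Compound-treated cells incubate 16 hr at 37 °C, then ONE-Glo is added for 30 min before luminescence reading.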
AT treatment: candidate therapy for ataxia-telangiectasia | […] A-T fibroblasts, KAP-1 phosphorylation AlphaLISA; neocarzinostatin DNA damage 30 min before lysis | Potency, µM (top dose mostly 57.5 µM), without a hit: at the highest dose activation, actives largely listed as activators | hit rate 0.19% among 320,000 | AID 485349; also: potency is read from the fitted curve at half-maximal effect; % of control where 0% means no effect; nearly all actives have a fitted effect of over 45% in size
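hTERT-immortalized A-T patient fibroblasts ([…]), 500 cells/well in OPTI-MEM, 1% FBS, got compounds for 60 min, then NCS for 30 min at 37C. Lysates were then assayed for phospho-KAP-1 by AlphaLISA (anti-pKAP1 donor, anti-KAP1 acceptor beads), 6 hr at 25C.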
BRCA1 expr act: activators of BRCA1 expression. MCF7-BRCA1-FFLuc reporter, luminescence, 48 h; response scale: scaled: vehicle 0%, 10 µM genistein 100%. Potency, µM (highest dose often 46.1 µM), inactives show at the top dose activation, hits mostly activators. hit rate 1.1% among 380,000. AID 624202; also: potency is read from the fitted curve at half-maximal effect; nearly all actives have a fitted effect of over 80% in size; some results filed as inactive show a strong effect at the top dose
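Reporter cells (MCF7, BRCA1 promoter-firefly luciferase) received library compounds across a concentration series for 48 h. End-point luminescence was measured and concentration-effect curves derived after normalization.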
TRPV1 ag: agonists of human vanilloid receptor 1 (TRPV1); TRPV1-expressing cells, Fluo-8 calcium influx, agonist mode; Q8NER1; activation, % at 8.33 µM; hit rate 0.19% among 320,000; in the data active = activation above about 80%; inconclusive = between about 30% and that limit; also: 0% is about no effect
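Cells expressing TRPV1 were dye-loaded with Fluo-8 and read kinetically: 10 s baseline, 3 min after compound (agonist portion), then 2 min after EC20 capsaicin (allosteric enhancer portion). Calcium-bound dye fluorescence at 480/520 nm.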
The depositor's hits bear a star; ? = inconclusive; · = not tested or not shown; [ ] = dose if it differs, or a comment. Unless noted, calls follow the shape of the dose curve; as a rule, active = well fitted curve in the direction sought with a large enough effect; inconclusive = small, poorly fitted or top-dose-only effect, or another doubt; inactive = no such curve, though single readings can be large; an effect the other way counts as inactive or inconclusive.

SMILES | MLL CXXC-DNA inh | p53 reactivator | a7 integrin act | TSG101-PTAP inh | B2AR arrestin | TCR act | ELG1 DNA repair | AT treatment | BRCA1 expr act | TRPV1 ag
NS(=O)(=O)c1cnccc1Nc1ccc(Cl)cc1 | 0% | ? | 26% | -2% | 3.3% | 2%[46.1 µM] | -12% | 5% | -35% | ?
COCCn1nnnc1C(c1ccccn1)N1CCN(c2cccc(C)c2C)CC1 (stereo unspecified) | 2% | -9% | -20% | -2% | -0.2% | 0%[46.1 µM] | -14% | -3% | -1% | 17
COc1ccc(-c2cc(C(F)(F)F)n3nc(C(=O)NCc4ccco4)c(Cl)c3n2)cc1 | 3% | 3% | 9% | -4% | -1.0% | -4% | 13% | 4% | -42% | -4
COc1ccccc1-n1cc([C@@H]2C[C@H]3CN(c4ccccc4)C(=O)[C@]34CCCN24)cn1 | -6% | 2% | 0% | 12% | -0.1% | 8% | 2% | 8% | -61% | 0
CC(Oc1ccccc1F)C(=O)NNC(=O)c1cc2ccccc2o1 (stereo unspecified) | -13% | -3% | -12% | 1% | 0.0% | -4% | -3% | 3% | -21% | 9
O=C(CN1CCN(CC(=O)Nc2ccc(Cl)cc2)CC1)Nc1ccc(F)cc1 | 14% | 18% | 0% | 1% | 0.2% | -2% | 8% | -4% | 1% | 0
NS(=O)(=O)OCCCCCc1ccccc1 | 15% | 8% | -1% | -8% | -0.6% | -3% | 11% | -10% | 43% | 4
Cc1cccc(NC(=O)CCCCC(=O)Nc2cccc(C)c2)c1 | · | · | 3% | -2% | · | 0% | · | · | -6% | ·
CCOC(=O)c1nn(-c2ccc(C)c(Cl)c2)c(=O)c(C#N)c1C | 18% | · | 1% | -3% | -0.3% | -5% | -1% | 4% | 4% | 2
COc1ccc(NC(=O)COc2nsnc2N2CCOCC2)c(OC)c1 | 8% | 2% | 13% | -3% | -0.2% | -1% | 2% | -7% | 33% | -4
O=C(NCC(c1ccco1)N1CCCCC1)c1ccc(COc2ccccc2)cc1 (stereo unspecified) | · | 3% | -18% | -6% | -0.1% | -2% | -6% | 15% | -30% | 7
O=C(O)c1ccc(NC2=C(Cl)C(=O)c3ccccc3C2=O)cc1 | ? | -15% | ? | -10% | -0.4% | 6% | ? | -23% | -32% | -4
O=C(O)c1nn(CC(=O)N2CCN(S(=O)(=O)c3ccc(Cl)cc3)CC2)c(=O)c2ccccc12 | -8% | -1% | 18% | 0% | -0.3% | 1% | ? | 0% | -15% | 0
CN1CCN(S(=O)(=O)c2cccc(C(=O)Nc3cccc([N+](=O)[O-])c3)c2)CC1 | · | · | -12% | 2% | · | -3% | · | · | -23% | ·
COc1cc2cnc(-c3ccccc3F)cc2cc1OC | · | 3% | -15% | -2% | -1.1% | 3% | ? | -5% | 19% | ·
CCOC(=O)CSc1nnc(COc2cccc(C)c2)o1 | 1% | 2% | -25% | -5% | 0.3% | 1% | 3% | -1% | 1% | 2
Cc1ccc(-c2nnn(CC(=O)NCc3ccccc3)n2)c(-n2cnnn2)c1 | ? | -4% | 6% | -3% | -0.2% | -2% | -14% | 11% | -23% | 6
COc1ccc(S(=O)(=O)Cc2ccc(C(=O)NCc3cccs3)o2)cc1 | 2% | -9% | 0% | 0% | -0.8% | 18% | -18% | 13% | 1% | 2
CCOC(=O)c1[nH]ncc1CN1CCCC(C(=O)c2ccc(OC)cc2C)C1 (stereo unspecified) | -3% | -3% | 3% | -3% | -0.4% | -3% | 2% | 0% | 12% | -4
CC(C)n1c(SCC(=O)N2CCCCC2)nc2c1c(=O)n(C)c(=O)n2C | 17% | -4% | -21% | -4% | 0.0% | 6% | -2% | 1% | 4% | -2
C=CCNC(=O)c1onc(CSc2cccc(Cl)c2)c1C(=O)O | -17% | -1% | -21% | -3% | -0.5% | 1% | 1% | 16% | 27% | 1
O=C(O)CCC(=O)NNc1ccccc1[N+](=O)[O-] | 7% | 8% | 4% | -5% | -0.2% | -1%[46.1 µM] | 23% | 6% | -1% | -1
O=C(Cn1cccn1)N1CCCC(Nc2ccc(F)c(F)c2)C1 (stereo unspecified) | -5% | 1% | 10% | -3% | -0.5% | -2% | -4% | -8% | 1% | 19
COc1ccc(NC(=S)N/N=C/c2cccn2Cc2ccccc2F)cc1 | -3% | -2% | -7% | -3% | -0.1% | -16% | 5% | -3% | -30% | -3
Cc1cnc(C(=O)NC(Cc2ccccc2)c2ccccc2)cn1 (stereo unspecified) | -1% | 2% | -8% | -2% | -0.8% | 3% | 28% | 5% | 3% | ?

In the list so far, two have a nitro group on carbon.
SMILES | MLL CXXC-DNA inh | p53 reactivator | a7 integrin act | TSG101-PTAP inh | B2AR arrestin | TCR act | ELG1 DNA repair | AT treatment | BRCA1 expr act | TRPV1 ag
CN1CCN(S(=O)(=O)c2cccc(C(=O)Nc3cccc([N+](=O)[O-])c3)c2)CC1 | · | · | -12% | 2% | · | -3% | · | · | -23% | ·
O=C(O)CCC(=O)NNc1ccccc1[N+](=O)[O-] | 7% | 8% | 4% | -5% | -0.2% | -1%[46.1 µM] | 23% | 6% | -1% | -1

New compounds follow.
SMILES | MLL CXXC-DNA inh | p53 reactivator | a7 integrin act | TSG101-PTAP inh | B2AR arrestin | TCR act | ELG1 DNA repair | AT treatment | BRCA1 expr act | TRPV1 ag
CC(C)n1nc(C(=O)Oc2ccc(Cl)cc2)c2ccccc2c1=O | 8% | 18% | 12% | -1% | -0.9% | -5% | 1% | 12% | -6% | 6
O=C(Nc1ccccc1)O[C@@H]1C[C@H]2CCC(=O)N3CC[C@@H](C1)[C@@H]23 | -5% | 11% | · | · | -0.6% | · | ? | -10% | · | ?
N#C/C(=C/c1ccc2c(c1)OCO2)C(=O)NCCc1c[nH]c2ccccc12 | 22% | -9% | -11% | -9% | 0.1% | 2% | ? | -9% | -44% | 11
Cc1ccc(C(=O)NC2CCCCCCC2)cc1S(=O)(=O)N1CCOCC1 | · | 22% | -15% | 0% | 5.3% | -1% | ? | 8% | 10µM* | ?
COC(=O)c1ccc[n+](CCc2c[nH]c3ccccc23)c1 | · | · | 7% | -3% | · | 0% | · | · | 8% | ·
COC(=O)CCC(=O)OC1(C)C(=O)C=C2C=C(C3CC3)N(CCCOC(C)C)C=C2C1=O (stereo unspecified) | 11% | -2% | 19% | -2% | -0.5% | 5% | 10% | -3% | 13% | 7
COc1cccc(NC(=O)C2C3CCC4C(CCC32)C4(Cl)Cl)c1 (stereo unspecified) | -7% | 10% | -2% | -2% | -2.1% | 2%[46.1 µM] | 16% | 3% | -29% | 21
CN1CCN(c2ccc(NC(=O)COc3ccc(Cl)cc3Cl)cc2)CC1 | 1% | 4% | 13%[7.66 µM] | -9% | -0.2% | -3% | ? | -1% | -47% | 2
CCOC(=O)N1CCN(C(=O)CSc2nnc(Cc3ccccc3)o2)CC1 | 2% | -5% | -13% | -1% | -0.2% | 2% | -6% | 6% | 0% | 2
CCn1nc(C(=O)N2CCc3ccccc32)c2ccccc2c1=O | · | -11% | 4% | -1% | -0.1% | -3% | 11% | 2% | -10% | 1
CCc1nc2ccccc2n1CCC(=O)O | -1% | 0% | 6% | -7% | -1.1% | -9%[46.1 µM] | -1% | · | -2% | 0
COC(=O)CSc1nnc(COc2ccc3ccccc3c2)o1 | -9% | -3% | 28% | 0% | 0.1% | -22% | 4% | -2% | -3% | 2
CC(=O)c1sc(NC(=O)CCNC(=O)c2ccco2)nc1-c1ccccc1 | 10% | 1% | 15% | 0% | 0.4% | -5% | ? | 3% | -19% | 1
Cc1ccc(-c2cc(C(=O)NCc3ccco3)no2)cc1 | 5% | ? | -11% | 13% | -0.3% | 0% | ? | 4% | 4µM* | 6
O=C(C1=C(O)C(=O)N(CCN2CCOCC2)C1c1ccncc1)c1ccco1 (stereo unspecified) | -28% | -4% | 5% | -6% | -0.2% | -5% | -8% | 0% | 2%[1.84 µM] | -1
COC(=O)C(C)Sc1nc2c(cnn2-c2ccccc2)c(=O)[nH]1 (stereo unspecified) | 10% | 2% | 15% | -5% | 0.2% | -3% | 0% | ? | -6% | ·
Cc1c(Br)cccc1NC(=O)c1sccc1-n1cccc1 | -12% | -2% | 14% | 2% | 0.1% | 1% | -18% | · | -16% | 2
COC(=O)c1cc(NC(=O)CN(C)C2CCS(=O)(=O)C2)cc(C(=O)OC)c1 (stereo unspecified) | · | -4% | 13% | -4% | -0.1% | 0%[46.1 µM] | -25% | 2% | -13% | ·
O=C(CCNC(=O)C1CCN(S(=O)(=O)c2ccc(F)cc2)CC1)Nc1nccs1 | 2% | 6% | 5% | -2% | 0.3% | 0% | 7% | -9% | 0% | 1
O=C(NC1CCSC1=O)c1cccc(Cl)c1 (stereo unspecified) | 16% | -3% | -22% | -2% | 0.5% | -1% | -17% | -1% | 29% | 12

Compounds as they come (roughly 3.8% active in at least one column).
